mcGAS MS inh – mouse cGAS inhibition by mass spec | Q8C6L5 | recombinant mouse cGAS, cGAMP by RapidFire MS | inhibition, % at 12.5 µM | 130,000 compounds, 0.18% hits;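 active = inhibition of cGAS enzyme activity at or above 60%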;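 note: enzyme stimulated by 45 bp dsDNA with ATP and GTP substrates; cGAMP share of summed cGAMP plus half ATP and half GTP signals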
Target sequence (Q8C6L5 whole entry, looked up): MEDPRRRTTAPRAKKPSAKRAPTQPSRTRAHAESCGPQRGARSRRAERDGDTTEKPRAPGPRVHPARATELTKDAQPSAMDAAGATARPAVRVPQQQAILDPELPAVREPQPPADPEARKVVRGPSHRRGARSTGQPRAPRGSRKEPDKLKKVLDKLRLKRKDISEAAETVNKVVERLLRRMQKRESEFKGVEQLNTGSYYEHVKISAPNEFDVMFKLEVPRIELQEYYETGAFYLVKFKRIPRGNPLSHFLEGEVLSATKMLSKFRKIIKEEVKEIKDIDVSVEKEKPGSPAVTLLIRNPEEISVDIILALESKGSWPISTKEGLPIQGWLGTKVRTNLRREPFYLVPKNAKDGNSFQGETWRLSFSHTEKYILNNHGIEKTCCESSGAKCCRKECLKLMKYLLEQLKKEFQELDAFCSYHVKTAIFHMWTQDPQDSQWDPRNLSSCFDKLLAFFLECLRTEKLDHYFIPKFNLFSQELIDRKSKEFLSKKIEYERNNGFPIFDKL
* marks the source's active call; other numbers are inactive results; & = joins results of further samples; ! = not active in a repeat.

mcGAS MS inh	Molecule
-3	CC(C)(C)NCC(O)COc1ccccc1C1CCCC1 (centres undefined)
-6	COCCNC(=O)c1cccnc1Sc1ccc(Cl)cc1
-7	Cc1nn(CN2CCN(S(=O)(=O)c3cccs3)CC2)c(C)c1[N+](=O)[O-]
-3	CCc1cc2c(cc1C(C)N)C(C)(C)CCC2(C)C (centres undefined)
-7	Cc1ccc(NC(=O)C2(C)CCN2Cc2ccccc2Cl)cc1 (centres undefined)
-4	CCCCCCn1c(C)cn2c3c(=O)n(CC(C)=O)c(=O)n(C)c3nc12
-2	COc1ccc(C(C)N(C)Cc2cc(C)[nH]n2)cc1 (centres undefined)
5	COc1ccc(OC)c2[nH]c(C(=O)N3CCC(C(=O)O)CC3)cc12
-12	CN(Cc1ccc2nsnc2c1)C(=O)c1coc(Cn2cnc3ccccc32)n1
3	COc1cc(C(=O)NCc2ccc(S(=O)(=O)N3CCCCC3)s2)ccc1C
-6	CN(C)Cc1nnc(C(=O)N2CCCC(C(C)(C)O)C2)o1 (centres undefined)
-17	CCOC(=O)CSc1n[nH]c2nc3sc4c(c3c(=O)n12)CC(C)(C)OC4
-6	CCN1CCC(N(C2CC2)S(=O)(=O)c2c(C)nn(C)c2Cl)CC1
2	CCN(CC)S(=O)(=O)NC(c1ccc(F)cc1)C(C)C (centres undefined)
6	O=Cc1cn(CCC(=O)O)nc1-c1cc2ccccc2o1
-7	CC12CC3CC(C1)CC(C(=O)Nc1nn[nH]n1)(C3)C2
-5	CC(C)(C)n1nc2c(c1NC(=O)c1ccc3ccccc3c1)CS(=O)C2 (centres undefined)
7	COC(=O)Cn1cnc2c(nnn2-c2cccc(OC)c2)c1=O
-6	Cc1nnc2n1-c1cc(F)ccc1C(c1ccc(F)cc1)CC2 (centres undefined)
-6	O=C(Cc1ccccc1)Nn1cnc2c(cnn2-c2ccccc2)c1=O
-6	N#Cc1ccccc1N1CCN(C(=O)NCc2ccsc2)CC1
-8	CC(O)CN1CCN(CC(=O)N(C)Cc2cccc(F)c2)CC1C (centres undefined)
1	COc1ccc(-c2nc(/C=C/C(=O)Nc3nc(C)cs3)cs2)cc1
0	Cc1ccc(CNC(=O)c2ccnc(F)c2)cn1
-3	O=C(Cc1ccccc1)Nc1nc2ccc(Cl)cc2c2nc(-c3ccco3)nn12
-2	CC1CCN(c2nc3c(c(=O)[nH]c(=O)n3C)n2CCSc2ncccn2)CC1
-4	CCC1CN(C(=O)c2cc(F)cc3[nH]cnc23)CC1N1CCOCC1 (centres undefined)
-3	Cc1ccc(C(NC(=O)CCc2ccsc2)C2CC2)cc1 (centres undefined)
-8	Cc1noc(C)c1C(C)C(=O)Nc1sccc1S(C)(=O)=O (centres undefined)
-6	CCOC(=O)N1CCC(NC2CC(=O)N(CCc3ccc(OC)cc3)C2)CC1 (centres undefined)
-35	O=C(CSc1nnnn1Cc1ccccc1)Cn1cnc2ccccc2c1=O
-6	CN(C)CCNc1cc(-c2n[nH]c(C(F)(F)F)n2)c2cc[nH]c2n1
1	CCOC(=O)c1cn(Cc2ccc(F)cc2)nc1S(=O)(=O)N1CCc2ccccc2C1
-7	CC(C)(C)c1c(Cl)c(O)c(-c2ccccc2)c(=O)n1-c1ccccc1
-11	Cc1ccccc1C(=O)NN=C(C1CC1)C1CC1
-8	COc1cccc(CNC(=O)CCC2CCCN(C(=O)c3ccc(OC)c(F)c3)C2)c1 (centres undefined)
-1	COC(=O)C1=C(O)/C(=C\c2ccc(O)cc2)SC1=Nc1ccc(C)cc1
-8	O=C1OCC(c2ccc(F)cc2)=C1c1ccc(Cl)c(Cl)c1
-2	COCCn1ncc2ccc(NC(=O)NC3COc4ccccc43)cc21 (centres undefined)
1	Cc1cc(O)c(CN2CCC(C(=O)NC3CC3)CC2)cc1C(C)C
-6	COc1ccc(S(=O)(=O)Nc2cccc(-c3nnc4n3CCC4)c2)cc1
-6	CCC(C)c1ccc(-c2csc(NC(=O)Cn3cnnn3)n2)cc1 (centres undefined)
5	COc1ccc(-c2ccc(=O)n(CCCNC(=O)COc3ccc4c(c3)OCO4)n2)cc1
-7	CCCN1CC(C(=O)N2CCCn3nc(C(=O)NC4CC4)cc3C2)CCC1=O (centres undefined)
0	CCCC(C(=O)NNC(=O)c1cccc(Cl)c1)c1ccccc1 (centres undefined)
98*	O=S(=O)(O)c1cc(N=C=S)ccc1/C=C/c1ccc(N=C=S)cc1S(=O)(=O)O
0	Cc1nnc(CNC(=O)CCc2cccc(Cl)c2)n1C
1	CCSc1nc(CC(=O)N2[C@@H]3CC[C@H]2CC(O)C3)cs1 (some centres undefined)
-4	Cc1nnc(CN2CCOC(c3ccc(Cl)c(Cl)c3)C2)o1 (centres undefined)
8	CCN=C(C)Cc1nsc(Nc2ccc(Cl)cc2)n1
-2	C=CCn1c(SCCC#N)nc2sc3c(c2c1=O)CCCC3
-9	O=C(Nc1ccccc1)C1CCCN(C(=O)c2cccc(Cl)c2)C1 (centres undefined)
18	O=S(=O)(Nc1cc(Cl)ccc1N1CCCCC1)c1cccs1
3	COc1ccc(-c2nn(CN3CCN(c4ccc(O)cc4)CC3)c(=S)o2)cc1OC
-4	CC(C)NC(=O)CC1(C)N=C(c2ccc(C(C)C)cc2)N(C)O1 (centres undefined)
-3	CC(C)N1CCC(NC(=O)c2ccc(-c3ccccc3)cc2)CC1

Continued:
mcGAS MS inh	Molecule
1	CC(NC(=O)C1COc2ccccc2C1)c1nnc2n1CCCCC2 (centres undefined)
-10	CCOc1ncccc1CNc1cc(N2CCOCC2)nc(N)n1
-6	Cc1nn(-c2nc(C)c(C)c(=O)[nH]2)c(C)c1CCC(=O)NC1CCCC1
5	COc1ccccc1OCC(=O)NCC1CCCN(C(=O)C2=CCCC2)C1 (centres undefined)
-28	C1Cc2[nH]nc(CNC3CSCCSC3)c2C1
-9	CC1(C)O[C@@H]2CCC3C(CC[C@H]2S1)C3(Br)Br (some centres undefined)
-8	COC(=O)c1sccc1NC(=O)CC1(CC(=O)O)CCCC1
-3	CCCCNC(=O)CSc1nnc(NCc2ccc(OC)cc2)s1
4	CCCCCCn1c(-c2ccc(OC)cc2)csc1=Nc1ccccc1SC
-8&-2	Cc1cnc(CN(C)C(=O)CC2C(=O)NCCN2Cc2cccc(F)c2F)[nH]1 (centres undefined)
-9	CCCNC(=O)Cn1c(=O)c(N2CC3(C)CC2CC(C)(C)C3)nc2ccccc21 (centres undefined)
0	C=CCONC(=O)c1cccnc1N1CCCC1c1ccccc1 (centres undefined)
-1	C=C(C)CSc1nc2c(c(=O)n(C)c(=O)n2C)n1Cc1ccccc1
-6	CSCCC1NC(=S)N(c2ccc(OCc3ccccc3)cc2)C1=O (centres undefined)
-1	O=C(NN=C1c2ccccc2-c2ccccc21)C1COc2ccccc2O1 (centres undefined)
-4	CSc1ccc(C2NC(C(=O)O)CS2)cc1 (centres undefined)
14	CSc1cccc2cccnc12
6	CC(=O)NCc1ccc(-c2csc(NC(=O)NC3CCCCC3)n2)o1
1	CCC(C)N1CCN(S(=O)(=O)CC)CC1 (centres undefined)
-9	Cc1cnn(CCC(=O)N2C(C)CN(C(=O)OC(C)(C)C)CC2C)c1 (centres undefined)
-5&0	COCc1ccc(CN2CCCC(CNC(=O)c3cccc4ccccc34)C2)o1 (centres undefined)
-6	O=C1OC2(O)c3ccccc3C(=O)N2c2ccccc21 (centres undefined)
-13	COc1cc(S(=O)(=O)N2CCOCC2)ccc1Cl
-18	CCCC1(C)SC(NC(C)=O)=NN1C(C)=O (centres undefined)
1	O=C(/C=C/c1c(Cl)cccc1Cl)NN1CCOCC1
-11	COc1ccc2c(=O)c3c(=O)n(Cc4ccccc4)c(C(C)C)nc3oc2c1
49	Nc1nc(=S)nc(-c2ccccc2)[nH]1
-8	CC1NCCN(c2ccccc2-c2ccccc2)C1=O (centres undefined)
4	COCCNc1nc(Nc2ccc(C)cc2)c2nccnc2n1
10	CN(CC(O)Cn1c2ccccc2c2ccccc21)S(C)(=O)=O (centres undefined)
2	CC(=O)n1c2ccccc2n2c(C)ncc12
-3	O=C(C1CCOCC1)N1CC[C@@H](c2ccc3ccccc3c2)[C@H](O)C1
-1	CCC(C)NCc1ccc(OC)c(OS(C)(=O)=O)c1 (centres undefined)
76*!	CCN(CC)C(=S)SSC(=S)N(CC)CC
-10	CC1CN(C(=O)/C=C/c2ccccc2F)C(C)CO1 (centres undefined)
-4	Cc1ccc(NC(=O)CC(=O)NCCc2nc3c(C)c(C)ccc3[nH]2)cc1
-9	CCCCN(C)c1cc(=O)n(-c2ccc(C)cc2)nc1C(=O)OCC
-2	Cc1cc(=O)n2[nH]cc(C(=O)NC(C)c3ccccc3)c2n1 (centres undefined)
8	Cc1ccc(N(C(F)F)S(=O)(=O)c2cccs2)c(C)c1
-10	Cc1cc2oc(=O)cc(C)c2cc1NC(=O)Cc1c[nH]c2ccccc12
-24	CCN(CCC#N)C(=O)CNc1cc(NC(C)=O)c(F)cc1F
-15&5	CC(C)c1csc(C(=O)N2CC[C@@H]3CC[C@H](C2)N3C)n1
-8	OCC1(CC2CCCCO2)CCN(c2cnc3ccccc3n2)CC1 (centres undefined)
-6	O=S1(=O)CCC(Cc2nc3ccccc3n2CN2CCCC2c2cccs2)C1 (centres undefined)
-7	Fc1ccc(CN(Cc2ccncc2)Cc2ccc3[nH]ccc3c2)cc1
-2	CC(C)(C)c1ccc(S(=O)(=O)NC(=O)C2(C)CCN2C(=O)Cc2cccc3ccccc23)cc1 (centres undefined)
-11	OCCCN1CCN(c2ncc(Cl)cc2F)CC1
-4	O=C(c1ccno1)N(CCCN1CCOCC1)c1nc2ccccc2s1
1	O=S(=O)(c1cccc(Cl)c1Cl)N1CCCC1c1ccc2c(c1)OCCO2 (centres undefined)
-10	CN1CCN(C(=O)c2ccccc2-c2ncc[nH]2)CC1C(=O)O (centres undefined)
-7	O=C(NCc1cccc(C(F)(F)F)c1)C1CCN(c2nc3nc[nH]c(=O)c3s2)CC1
-10	Cc1cc(S(=O)(=O)NCCn2nc(-c3ccncc3)ccc2=O)ccc1F
5	Cc1ccc(-c2nc(CCNC(=O)c3cccc(C)c3)cs2)cc1
-9	COC(=O)CCCC(=O)N1CCCC(CNC(=O)c2cc(OC)cc(OC)c2)C1 (centres undefined)
-7	Cc1cccc(N2CCN(CN3C(=O)NC4(CCCCCC4)C3=O)CC2)c1
-11	COc1ccccc1-n1c(SCC(=O)c2ccccc2)nc2c(c1=O)SCC2

(further entries)
mcGAS MS inh	Molecule
-43	CCN(CC)P1(=Nc2ccccc2C)C(=C2N(C)c3ccccc3C2(C)C)C=NN1C (centres undefined)
0	Cc1ccc(Oc2nc(C)nc(N(C)Cc3ccc(F)cc3)c2N)cc1
-17	CC1(C)OC(=O)C(C2(c3ccccc3)C3CC4CC(C3)CC2C4)C(=O)O1 (centres undefined)
4	Oc1ccc(-c2nc3ccccn3c2NCc2ccccc2)cc1
-4	O=C(COc1cccc(NS(=O)(=O)c2ccccc2)c1)N1CCCC1
-5	CCCc1cc(=O)[nH]c(N=C(N)Nc2ccc(F)cc2)n1
-21	O=C(c1ncoc1C1CC1)N1C[C@H]2OC(=O)N(CCCc3ccc(F)cc3)[C@H]2C1
-6	CC(Sc1ncc(-c2ccc(Br)cc2)[nH]1)C(=O)N1CCCC1 (centres undefined)
-10	CCn1nc(C)c(CN(C)CC2CCN(Cc3ccc(C)o3)CC2)c1C
-6	CCN1CCN(C(c2ccccc2)c2c(O)cc(C)n(Cc3ccco3)c2=O)CC1 (centres undefined)
-2	C#CCN1CCC(C(=O)Nc2cc3c(cc2Br)OCCO3)CC1
40	O=C(O)NC1CCS(=O)(=O)C1 (centres undefined)
-8	COc1cccc2sc(=NC(=O)c3cc(C)on3)n(C)c12
-1	NCCc1nc(NCCNC(=O)c2ccc(F)cc2)c2ccccc2n1
8&10	CCC(=O)N1CCCC(C(=O)NC2(C)CCc3ccccc3C2)C1 (centres undefined)
-7	COc1ccccc1N1CCN(CC(=O)C(C#N)c2nc(-c3ccc(Cl)cc3)cs2)CC1 (centres undefined)
-49	C=CCC(=O)NCC1CCN(Cc2ccc3occc3c2)CC1
-4	CC(=O)Nc1ccc(-n2ccc3c(cnc4nc(C)nn43)c2=O)cc1
-4	CCCC(=O)N1CCC(C(=O)NCCNC(=O)c2ccccc2)CC1
-3	COc1ccc2oc(C)c(C(=O)NC3(C(=O)O)CCCC3)c2c1

In the list so far, these contain fluorine.
mcGAS MS inh	Molecule
2	CCN(CC)S(=O)(=O)NC(c1ccc(F)cc1)C(C)C (centres undefined)
-6	Cc1nnc2n1-c1cc(F)ccc1C(c1ccc(F)cc1)CC2 (centres undefined)
-8	CC(O)CN1CCN(CC(=O)N(C)Cc2cccc(F)c2)CC1C (centres undefined)
0	Cc1ccc(CNC(=O)c2ccnc(F)c2)cn1
-4	CCC1CN(C(=O)c2cc(F)cc3[nH]cnc23)CC1N1CCOCC1 (centres undefined)
-6	CN(C)CCNc1cc(-c2n[nH]c(C(F)(F)F)n2)c2cc[nH]c2n1
1	CCOC(=O)c1cn(Cc2ccc(F)cc2)nc1S(=O)(=O)N1CCc2ccccc2C1
-8	COc1cccc(CNC(=O)CCC2CCCN(C(=O)c3ccc(OC)c(F)c3)C2)c1 (centres undefined)
-8	O=C1OCC(c2ccc(F)cc2)=C1c1ccc(Cl)c(Cl)c1
-8&-2	Cc1cnc(CN(C)C(=O)CC2C(=O)NCCN2Cc2cccc(F)c2F)[nH]1 (centres undefined)
-10	CC1CN(C(=O)/C=C/c2ccccc2F)C(C)CO1 (centres undefined)
8	Cc1ccc(N(C(F)F)S(=O)(=O)c2cccs2)c(C)c1
-24	CCN(CCC#N)C(=O)CNc1cc(NC(C)=O)c(F)cc1F
-7	Fc1ccc(CN(Cc2ccncc2)Cc2ccc3[nH]ccc3c2)cc1
-11	OCCCN1CCN(c2ncc(Cl)cc2F)CC1
-7	O=C(NCc1cccc(C(F)(F)F)c1)C1CCN(c2nc3nc[nH]c(=O)c3s2)CC1
-10	Cc1cc(S(=O)(=O)NCCn2nc(-c3ccncc3)ccc2=O)ccc1F
0	Cc1ccc(Oc2nc(C)nc(N(C)Cc3ccc(F)cc3)c2N)cc1
-5	CCCc1cc(=O)[nH]c(N=C(N)Nc2ccc(F)cc2)n1
-21	O=C(c1ncoc1C1CC1)N1C[C@H]2OC(=O)N(CCCc3ccc(F)cc3)[C@H]2C1
-1	NCCc1nc(NCCNC(=O)c2ccc(F)cc2)c2ccccc2n1

Assay outcomes from PubChem BioAssay.

This is a subset; count on the stated rates, not on these rows.
